Screening results: PubChem, several laboratories
EBNA-1 inh = EBNA-1 DNA-binding inhibitors, primary screen, biochemical, fluorescence polarization. AID 1950, 2009. inhibition, % at 14.8 µM. 300,000 tested, 0.34% active; in the data active means inhibition above about 28%
TPT1 inh = Candida albicans TPT1 enzyme inhibitors, primary screen, biochemical, fluorescence polarization | recombinant caTPT1, FP RNA substrate dephosphorylation | inhibition, % at 5 µM | 300,000 tested, 0.81% active | tRNA 2'-phosphotransferase TPT1 (Candida albicans SC5314);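 active means inhibition above the mean of all tested compounds plus 3 SD, set per screening campaign, cut at about 24% in these data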;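 further: plate controls were DMSO alone for no effect and ferristatin control at 100 nM for full effect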
ZTA counter = ZTA (EBV) inhibition in EBNA-1 counter-screen; P03206; ZTA-DNA binding, fluorescence polarization; inhibition, % at 11 µM; 320,000 tested, 0.15% active; AID 2234; in the data active means inhibition above about 33%
Target sequence (P03206 whole entry, looked up): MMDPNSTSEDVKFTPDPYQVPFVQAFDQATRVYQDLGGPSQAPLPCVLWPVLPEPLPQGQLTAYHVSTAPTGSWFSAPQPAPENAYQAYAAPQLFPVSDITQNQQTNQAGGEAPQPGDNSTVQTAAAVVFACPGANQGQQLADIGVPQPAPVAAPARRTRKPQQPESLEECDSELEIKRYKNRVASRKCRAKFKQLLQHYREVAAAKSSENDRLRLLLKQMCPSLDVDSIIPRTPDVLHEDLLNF
core dimer inh = inhibitors of HCV core protein dimerization, primary screen, biochemical, TR-FRET, high-throughput. TR-FRET GST/Flag-core106 dimerization, 1536-well. inhibition, % at 5 µM. 300,000 tested, 0.33% active. AID 1899, 2009;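 active means inhibition above the mean of all tested compounds plus 3 SD, set per screening campaign, cut at about 45% in these data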
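Test system: GST/Flag-tagged HCV core106 proteins; Medium: KF-containing HEPES buffer, pH 7.45, DTT, CHAPS, BSA; Times: compound-protein-antibody incubation 4 h at 22.5 °C; Detection: TR-FRET 671 and 617 nm emission; Benchmarks: wells lacking GST-core106 and wells with excess unlabelled core106.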
CR mimetic SO = reduction of superoxide in aged yeast, primary screen, HTS. AID 2690, 2010. 330,000 tested, 0.18% active. superoxide response (% of plate mean), % at 10 µM. S. cerevisiae aged cells, superoxide DHE fluorescence; active compounds read low;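 active means superoxide response under a set limit, about three screen SD below normal, cut at about 65% in these data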;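 further: yeast aged for seven days with compound at 30 °C before DHE staining; 100% = average MFI of all compound-treated wells on the plate with controls excluded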
JMJD2C inh = inhibitors of GASC-1 histone demethylase, primary screen, biochemical, fluorescence, DELFIA europium. 330,000 tested, 0.069% active. GST-JMJD2C(1-420) H3K9me3 demethylation. AID 2099, 2009. Lysine-specific demethylase 4C (Homo sapiens), Q9H3R0. inhibition, % at 2.35 µM;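 active means more than half of a compound's replicate wells show inhibition beyond 50%, single wells judged on their own value; inconclusive means some, but no more than half, of replicates pass 50% inhibition; inactive means no replicate passes 50% inhibition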;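 further: signal counts dimethyl H3K9 product captured on neutravidin plate; 0% = median of DMSO wells and 100% = 0.3 times that DMSO median; strong numbers were not always called active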
PP1 counter = PP1-alpha phosphatase inhibitors, primary screen, counter-screen for PP5 inhibitor project, biochemical, fluorescence, OMFP substrate, single point; purified PP1alpha; inhibition, % at 6.7 µM; 320,000 tested, 0.9% active;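 active means inhibition above the mean inhibition of all tested compounds plus 3 SD, computed separately for each screening campaign, cut at about 15% in these data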
Target sequence (P62136 whole entry, looked up): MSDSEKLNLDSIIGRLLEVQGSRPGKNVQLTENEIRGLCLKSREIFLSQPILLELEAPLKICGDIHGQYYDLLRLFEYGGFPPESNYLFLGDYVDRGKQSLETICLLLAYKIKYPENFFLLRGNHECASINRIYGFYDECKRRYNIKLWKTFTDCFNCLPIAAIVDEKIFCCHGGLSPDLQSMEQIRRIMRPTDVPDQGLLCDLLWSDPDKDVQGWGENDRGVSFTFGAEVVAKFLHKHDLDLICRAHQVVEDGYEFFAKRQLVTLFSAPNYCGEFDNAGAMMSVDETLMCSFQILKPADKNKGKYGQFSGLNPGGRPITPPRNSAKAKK
Fh CTSL1 inh = Fasciola hepatica cathepsin L1 inhibitors, primary screen, counter-screen for PFM18AAP inhibitor project, biochemical, QFRET, fluorogenic peptide substrate; recombinant F. hepatica cathepsin L1, Z-Leu-Arg-MCA fluorescence; inhibition, % at 5.96 µM; 300,000 tested, 0.49% active; AID 1906, 2009;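 active means inhibition above the mean of all tested compounds plus 3 SD, set per screening campaign, cut at about 17% in these data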;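 further: 0% = plate median of test compound wells and 100% = 1 µM Z-Phe-Ala-diazomethylketone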
PP5 inh = PP5 phosphatase inhibitors, primary screen, biochemical, fluorescence. Serine/threonine-protein phosphatase 5 (Homo sapiens), P53041. purified PP5c, OMFP substrate fluorescence. inhibition, % at 6.7 µM. 320,000 tested, 0.18% active. AID 1987, 2009;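 active means inhibition above the campaign's mean inhibition across all tested compounds plus 3 SD, cut at about 9.5% in these data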;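 further: 0% = DMSO only and 100% = 100 µM cantharidin control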
Target sequence (P53041 whole entry, looked up): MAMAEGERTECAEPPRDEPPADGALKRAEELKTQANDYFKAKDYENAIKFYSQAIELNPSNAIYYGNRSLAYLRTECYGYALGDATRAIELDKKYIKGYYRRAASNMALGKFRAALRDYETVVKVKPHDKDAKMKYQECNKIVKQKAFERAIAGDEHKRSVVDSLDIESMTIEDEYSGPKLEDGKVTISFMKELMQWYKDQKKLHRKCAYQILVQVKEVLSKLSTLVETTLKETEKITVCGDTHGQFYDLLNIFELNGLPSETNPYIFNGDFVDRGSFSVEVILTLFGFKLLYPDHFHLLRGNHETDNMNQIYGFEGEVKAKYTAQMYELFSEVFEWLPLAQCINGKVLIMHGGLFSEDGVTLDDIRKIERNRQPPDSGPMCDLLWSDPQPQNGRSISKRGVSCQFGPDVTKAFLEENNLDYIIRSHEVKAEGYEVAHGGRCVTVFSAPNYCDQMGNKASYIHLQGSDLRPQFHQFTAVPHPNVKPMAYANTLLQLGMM
* = called active by the depositor; u = inconclusive; x = no result given. Hits appear at their usual frequency (roughly 3.1% active in at least one column).

The opening three records, to show the layout:
SMILES | EBNA-1 inh | TPT1 inh | ZTA counter | core dimer inh | CR mimetic SO | JMJD2C inh | PP1 counter | Fh CTSL1 inh | PP5 inh
O=C1CC2(CCOCC2)Oc2ccc3ccccc3c21 | 10 | 2 | 4 | 9 | x | 4 | -2 | 2 | -0.4
COc1cc(CC(=O)OCC(=O)NC2CCCC2)cc(OC)c1OC | x | x | 7 | x | 117 | x | -5 | x | 0.6
CC(OC(=O)c1ccc(Cl)c(S(N)(=O)=O)c1)C(=O)NCc1ccc2c(c1)OCO2 (centres undefined) | -5 | -1 | -13 | -4 | 102 | 3 | -4 | -2 | 0.5

The listing, repeating the preview:
SMILES | EBNA-1 inh | TPT1 inh | ZTA counter | core dimer inh | CR mimetic SO | JMJD2C inh | PP1 counter | Fh CTSL1 inh | PP5 inh
O=C1CC2(CCOCC2)Oc2ccc3ccccc3c21 | 10 | 2 | 4 | 9 | x | 4 | -2 | 2 | -0.4
COc1cc(CC(=O)OCC(=O)NC2CCCC2)cc(OC)c1OC | x | x | 7 | x | 117 | x | -5 | x | 0.6
CC(OC(=O)c1ccc(Cl)c(S(N)(=O)=O)c1)C(=O)NCc1ccc2c(c1)OCO2 (centres undefined) | -5 | -1 | -13 | -4 | 102 | 3 | -4 | -2 | 0.5
CCOC(=O)c1c(C)nc(-c2ccccc2)nc1NC(=O)C(C)C | 0 | 2 | -8 | -3 | 89 | 7 | -4 | -1 | 1.1
Cc1cc(C)cc(OCC(=O)N(Cc2ccccc2)C2CCS(=O)(=O)C2)c1 (centres undefined) | 10 | 1 | 3 | 7 | 84 | -1 | -2 | -2 | 2.3
C[n+]1cc[nH]c1SCC(=O)c1ccc(Cl)cc1 | 8 | -2 | -10 | -6 | 102 | 15 | -4 | 3 | 0.3
Cc1cc(NC(=O)C2CCN(S(=O)(=O)c3cnc[nH]3)CC2)ccc1Br | 3 | 3 | 11 | 2 | 87 | 3 | 0 | 1 | 0.6
COC(=O)c1ccc(C2c3c(n[nH]c3C)C(=O)N2c2ccc(C)cc2)cc1 (centres undefined) | 8 | 1 | 3 | 3 | 104 | 8 | 5 | -1 | 4.1
O=C(O)C1C2C=CC(O2)C1C(=O)NCCCn1ccnc1 (centres undefined) | -1 | -5 | 7 | -4 | 95 | -3 | -6 | -5 | -0.9
C/C(=N\Nc1ccc([N+](=O)[O-])cc1[N+](=O)[O-])c1cccnc1 | 9 | 0 | 5 | -4 | 85 | -13 | -2 | 2 | 0.9
CC1(C)CC(NS(=O)(=O)c2ccc(S(=O)(=O)N3CCOCC3)cc2)CCO1 (centres undefined) | 2 | -2 | 9 | -4 | 92 | 6 | -5 | 1 | 0.1
CCOC(=O)CSc1n[nH]c(-c2ccco2)n1 | -7 | -2 | 6 | 3 | 95 | -13 | -13 | 14 | -4.7

In a second layout: results already given.
Molecule	EBNA-1 inh	TPT1 inh	ZTA counter	core dimer inh	CR mimetic SO	JMJD2C inh	PP1 counter	Fh CTSL1 inh	PP5 inh
CC1(C)CC(NS(=O)(=O)c2ccc(S(=O)(=O)N3CCOCC3)cc2)CCO1 (centres undefined)	2	-2	9	-4	92	6	-5	1	0.1
CCOC(=O)CSc1n[nH]c(-c2ccco2)n1	-7	-2	6	3	95	-13	-13	14	-4.7

Next section.
SMILES | EBNA-1 inh | TPT1 inh | ZTA counter | core dimer inh | CR mimetic SO | JMJD2C inh | PP1 counter | Fh CTSL1 inh | PP5 inh
Cc1ccc(NC(=O)CCNS(=O)(=O)c2cc(Br)cnc2N)cc1Cl | -9 | 0 | 4 | -4 | 104 | 2 | -3 | 0 | 6.8
Cc1cc2[nH]c(=O)c(=O)[nH]c2cc1S(=O)(=O)N(C)C1CCCCC1 | -2 | -2 | 2 | 2 | 103 | -6 | -3 | -1 | 3.3
CC1CCN(C(=O)c2ccccc2NC(=O)Nc2ccccc2)CC1 | -5 | -3 | -8 | -6 | 102 | -4 | 0 | -3 | 1.8
COc1ccc(/C=C/C(=O)Oc2ccc(C)cc2)cc1 | 8 | 0 | 6 | 3 | 99 | 10 | 5 | -1 | -1.1
CCCC(C(=O)NCCC(C)C)N(Cc1ccccc1)C(=O)c1snc(C(N)=O)c1N (centres undefined) | 7 | 0 | -4 | 7 | 96 | 2 | 2 | 2 | -0.5
C#CC(CC)(CC)NC(=O)/C=C/C(=O)O | 3 | 2 | 5 | 1 | 92 | -6 | 0 | 0 | 1.9
CC1CCc2cc(F)ccc2N1C(=O)c1cccs1 (centres undefined) | -5 | 6 | -13 | 4 | 100 | -2 | -7 | -7 | 2.3
COc1ccc(Nc2nc3ccc(OC)cc3s2)cc1 | -9 | -2 | -8 | -5 | 105 | -1 | -1 | 1 | 1.3
O=c1c(C(c2ccc(O)cc2)c2c(O)nc3n(c2=O)CCS3)c(O)nc2n1CCS2 | -1 | -3 | -1 | -4 | 99 | -2 | 1 | -1 | 1.0
COc1ccccc1N1CCN(C2CCN(S(=O)(=O)c3ccc(C)cc3)CC2)CC1 | 4 | 0 | 6 | 1 | 108 | -14 | -6 | 5 | -0.5
CCOc1ccccc1NC(=S)NCCCn1ccnc1 | -8 | 2 | -2 | -3 | 97 | 14 | -2 | -1 | -1.7
Cc1oc2c(cc(NS(=O)(=O)c3ccc(C(C)C)cc3)c3ccccc32)c1C(=O)O | 1 | -7 | 14 | 22 | 116 | 8 | 3 | -5 | 3.2
COc1ccc(-c2noc(CCN3C(=O)c4ccccc4C3=O)n2)cc1OC | 4 | -4 | -4 | -1 | 82 | 4 | -5 | 2 | -0.3
CC(C)(CNC(=O)CC1C(=O)NCCN1Cc1cccc(F)c1F)N1CCOCC1 (centres undefined) | -4 | -3 | 0 | 1 | 100 | -4 | -2 | -1 | 0.8
Cc1ccc2c(c1)C1C=CCC1C(C(=O)O)N2 (centres undefined) | 45* | 14 | 28 | 94* | 103 | 6 | 20* | -2 | -0.1
Cc1ccc(C2Nc3ccccc3-c3nc4ccccc4n32)o1 (centres undefined) | -1 | 0 | 5 | 3 | 111 | -1 | -6 | -3 | 2.0
COc1ccccc1Nc1nc(Cl)c(C=O)s1 | 8 | 45* | -10 | 6 | 105 | 12 | -4 | 5 | -0.3
O=C1NC(Cc2c[nH]c3ccccc23)C(=O)N1CCOc1ccccc1 (centres undefined) | 7 | -2 | 15 | 2 | 122 | -40 | -3 | 1 | 0.1
COc1ccc(OC)c(C2=Nn3c(nnc3-c3cc(OC)c(OC)c(OC)c3)SC2)c1 | 5 | 2 | 5 | 8 | 89 | 1 | -3 | -1 | 0.8
Cc1ccc(NC(=O)CCl)cc1S(=O)(=O)N1CCCCCC1 | -4 | -1 | 2 | 6 | 98 | 4 | -4 | 58* | 1.4
CCOc1cc(/C=N/NC(=O)CN2CCCCC2)ccc1O | 1 | -2 | -1 | -4 | 106 | -13 | 4 | 4 | -0.4
COC(=O)C1=CN(C2CCCCC2)C=C(C(=O)OC)C1c1ccc2c(c1)OCO2 | -2 | -2 | -11 | 19 | 98 | -3 | -7 | 0 | 3.2
CSCC[C@H](NC(=O)OC(C)(C)C)C(=O)NCC1CCC(C(=O)O)CC1 (some centres undefined) | 1 | 0 | 4 | 2 | 102 | u | 2 | -5 | 2.2
Cc1ccc(CN2CCNC(=O)C2CC(=O)N(C)C2CCOCC2)cc1 (centres undefined) | -3 | -4 | -21 | -9 | 99 | 4 | 0 | -1 | 3.1
Cc1ccccc1NC(=O)C1CCN(C(=O)NC2CCCCC2)CC1 | -9 | -1 | -2 | 3 | 88 | 11 | -1 | 3 | 0.5
COc1ccc(N2CCN(CCOc3ccc4c(C)cc(=O)oc4c3)CC2)cc1 | -4 | 1 | 8 | 7 | 93 | 3 | -3 | 8 | 2.1
CCOC(=O)c1cc(C#N)c(N2CCOCC2)nc1-c1ccccc1 | 0 | -1 | 2 | -18 | 91 | -11 | 2 | 0 | 4.1
CCN(CC(=O)Nc1ccc(OC)cc1)CC(=O)Nc1sc2c(c1C(=O)OC)CCCC2 | x | x | 14 | x | 93 | x | 5 | x | 4.8
CCOc1ccc2nc(N3CCC(C(=O)N4CCN(c5ccccn5)CC4)CC3)sc2c1 | -1 | -1 | 3 | 9 | 108 | 3 | -6 | -2 | 4.5
Nc1c(-c2ccccc2)cnn1-c1ccccc1 | -6 | 0 | 0 | -1 | 94 | 6 | -1 | -2 | 1.6
O=C(NCCCn1ccnc1)C(=O)NCC1OCCN1S(=O)(=O)c1ccc(F)cc1 (centres undefined) | 7 | 4 | -6 | -21 | 106 | 3 | -5 | 1 | 3.2
O=C(CN1CCN(Cc2ccc(Cl)cc2)C1=O)NCc1cccs1 | 3 | 0 | 19 | 3 | 106 | 6 | -3 | 0 | 0.5
COc1ccc(C(C)=O)cc1COC(=O)c1ccc(C)c(S(=O)(=O)N2CCOCC2)c1 | x | x | 12 | x | 113 | 4 | 6 | x | 3.1
COc1ccc(CC(=O)NNC2=Nc3cccc4cccc2c34)cc1OC | -4 | -3 | -25 | -24 | 112 | -9 | -4 | -2 | 1.0
CN(C)C(=O)COC(=O)c1ccccc1Nc1ccc(SC(F)F)cc1 | 8 | 0 | 16 | 7 | 90 | 4 | -6 | 0 | 4.4
Cc1ccc2c(c1)N(Cc1ccc([N+](=O)[O-])cc1)C=NS2(=O)=O | -22 | -1 | 13 | 18 | 116 | 153 | 3 | -3 | 1.5
CCN(CC)S(=O)(=O)c1ccc(Cl)c(NC(=O)COc2ccc3c(C)cc(=O)oc3c2)c1 | -6 | 0 | -23 | -13 | 120 | 5 | 1 | 0 | 1.9
O=C(c1ccccc1)N1CCN(C2CCCCCC2)CC1 | 4 | -2 | 18 | -7 | 84 | -8 | 3 | -9 | 0.7
C=Cc1cccc(NC(=O)c2ccc(NC(=O)c3ccco3)cc2)c1 | -6 | -3 | 7 | -2 | 97 | 0 | -1 | 0 | 1.9
COc1ccc(-c2csc(NC(=O)COC(=O)c3ccco3)n2)cc1 | -1 | -2 | -7 | -1 | 118 | 9 | -6 | -34 | -0.3
CCOCCn1c(=NC(=O)CSCC(=O)N2CCOCC2)sc2cc(OC)ccc21 | -7 | -2 | -10 | -3 | 114 | 3 | -6 | -1 | 0.4
CCCOc1ccc(CN(CCC#N)C(=S)NC(=O)c2ccccc2)cc1 | 14 | 0 | -5 | 4 | 95 | -2 | 0 | 2 | -1.8
COc1ccc(Cl)cc1C(=O)NNC(=O)c1nc2nc(C)cc(C)n2n1 | -7 | 2 | -3 | -3 | 115 | 1 | -6 | -2 | -0.7
CC1CCc2cc(F)ccc2N1S(=O)(=O)c1ccc(Cl)nc1 (centres undefined) | -13 | 3 | 7 | -11 | 98 | -12 | -2 | 0 | 3.7
Oc1ccc(/C=N/N2CCN(Cc3ccccc3)CC2)cc1 | 6 | -1 | -6 | -4 | 98 | -17 | -1 | 6 | -1.8
O=C(Cc1c[nH]c2ccccc12)N1CCN(S(=O)(=O)c2cccc(Cl)c2Cl)CC1 | x | x | 12 | x | 105 | -2 | 1 | x | 2.3
C/C(=N\NC(=O)c1cccnc1)c1c(O)cc(C)oc1=O | 20 | -7 | 8 | 1 | 108 | 8 | -1 | 1 | -1.5
Cc1ccc(C(=O)Nc2cccc(C(F)(F)F)c2)cc1NC(=O)c1nccn1C | 22 | 1 | 13 | 2 | 98 | x | 11 | 0 | 1.0
